Bioassay records: PubChem BioAssay, The Scripps Research Institute Molecular Screening Center
M1 PAM parental – nonselective calcium activators in parental CHO-K1 cells, primary screen, counter-screen for M1 PAM project, cell-based, Fluo-8 calcium fluorescence, full deck, 1536-well. hit rate 0.02% among 360,000. ATP EC20; 0% at ATP EC20, 100% at ATP max. activation, % at 3 µM;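 active means activation above the run cutoff, the mean activation of all test compounds plus 3 SD, cut at about 40% in these data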;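 further: peak over basal fluorescence ratio in a 140 s read after ATP addition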
CHO-K1 Ca ag – counter-screen for M1 agonists: effect in parental CHO-K1 cells; Fluo-8 calcium fluorescence; scaled to maximal ATP response, vehicle zero; activation, % at 3 µM; hit rate 0.48% among 360,000; in the data active means activation above about 15%;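 further: untransfected CHO-K1 host cells lacking M1 receptor as counterscreen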
TAAR1 ag – human TAAR1 agonists, primary screen, Fluo-8 calcium fluorescence, CHO RD-HGA16 cells; activation, % at 3 µM; hit rate 0.99% among 360,000; Trace amine-associated receptor 1 (Homo sapiens), Q96RJ0; vehicle wells 0%, saturating PEA agonist 100%;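 active means activation above the mean activation of all test compounds in the run plus 3 SD, cut at about 38% in these data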
Target sequence (Q96RJ0 whole entry, looked up): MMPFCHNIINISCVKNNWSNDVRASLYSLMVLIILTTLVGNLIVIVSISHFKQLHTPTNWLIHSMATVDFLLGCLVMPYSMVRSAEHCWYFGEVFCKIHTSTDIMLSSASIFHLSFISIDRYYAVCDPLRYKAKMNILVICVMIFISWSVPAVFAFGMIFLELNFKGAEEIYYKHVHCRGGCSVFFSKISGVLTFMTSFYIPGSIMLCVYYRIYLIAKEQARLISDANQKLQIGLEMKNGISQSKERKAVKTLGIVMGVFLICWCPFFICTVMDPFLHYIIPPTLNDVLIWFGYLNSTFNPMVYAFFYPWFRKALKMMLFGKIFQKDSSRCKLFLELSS
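test system = CHO RD-HGA16 cells carrying human TAAR1 plus Gα16 | schedule = 17-24 h seeding, 75 min 37 °C dye, 30 min RT | compound dosing = 3 µM single concentration | control set = DMSO and PEA EC100 | replicates = n 1 | signal = Fluo-8 fluorescence, 5 s baseline then 140 s kinetic read | measure = percent activation vs PEA EC100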
CHO parental Ca – ATP-evoked calcium signal inhibitors, parental CHO, primary screen, counter-screen for OX1R antagonist project, cell-based, fluorescence, Fluo-8 calcium dye; parental CHO-K1, ATP-induced calcium, Fluo-8 fluorescence; inhibition, % at 5.6 µM; hit rate 0.63% among 330,000; AID 463079, 2010;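 active means inhibition above that plate's mean sample inhibition plus 3 SD, cut at about 26% in these data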;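 further: 0% = ATP-challenged DMSO wells and 100% = DMSO wells without ATP; some compounds past the cut are filed as inactive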
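test system = CHO parental line | reagent = ATP stimulus | measured by = intracellular calcium via Fluo-8 no-wash fluorescent dye | control set = ATP and no-ATP DMSO wells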
M1 PAM – human M1 muscarinic receptor positive allosteric modulators, primary screen, CHO-K1 cells, Fluo-8 calcium fluorescence, 1536-well; hit rate 0.088% among 360,000; activation, % at 3 µM; CHO-K1 hM1, ACh EC20; 0% = ACh EC20, 100% = maximal ACh; in the data active means activation above about 19%, passing the limit was not always enough
Target sequence (P11229 whole entry, looked up): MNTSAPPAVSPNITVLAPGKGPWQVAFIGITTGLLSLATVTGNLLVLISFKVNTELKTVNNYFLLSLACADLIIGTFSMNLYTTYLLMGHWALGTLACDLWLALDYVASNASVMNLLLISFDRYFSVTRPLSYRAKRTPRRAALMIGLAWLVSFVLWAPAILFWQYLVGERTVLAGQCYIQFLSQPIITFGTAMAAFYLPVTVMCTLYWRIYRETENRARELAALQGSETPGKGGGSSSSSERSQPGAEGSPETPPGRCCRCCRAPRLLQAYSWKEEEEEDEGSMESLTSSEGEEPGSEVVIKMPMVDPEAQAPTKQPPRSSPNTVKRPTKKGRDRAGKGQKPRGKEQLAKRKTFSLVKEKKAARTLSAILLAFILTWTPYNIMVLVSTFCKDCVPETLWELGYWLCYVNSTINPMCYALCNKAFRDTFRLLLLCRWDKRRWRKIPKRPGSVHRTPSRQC
CHO-K1 Ca antag – nonselective inhibitor or artifact in parental CHO-K1 cells; hit rate 0.6% among 360,000; inhibition, % at 3 µM; AID 602250; ATP-induced calcium, Fluo-8 fluorescence;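 active means inhibition above a per-plate cutoff, the plate's mean sample inhibition plus 3 SD, cut at about 24% in these data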;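 further: 0% = DMSO plus EC80 ATP and 100% = DMSO alone without ATP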
M1 ag – human M1 muscarinic receptor agonists, primary screen, Fluo-8 calcium fluorescence, CHO-K1 cells, HTS; Muscarinic acetylcholine receptor M1 (Homo sapiens), P11229; CHO-K1 hM1, agonist mode; 0% DMSO, 100% acetylcholine EC100; activation, % at 3 µM; hit rate 0.33% among 360,000;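 active means activation above the run's mean compound activation plus 3 SD, cut at about 16% in these data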;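 further: peak over basal fluorescence ratio within a 140 s kinetic read after compound addition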
CHRM1 antagonist – human M1 muscarinic receptor antagonists, primary screen, CHO-K1 cells, Fluo-8 calcium fluorescence, 1536-well | inhibition, % at 3 µM | AID 588852, 2011 | CHO-K1 hM1, ACh EC80 antagonist | hit rate 1.3% among 360,000;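 active means percent inhibition above its own plate's cutoff, namely the mean of that plate's compound wells plus 3 SD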;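 further: peak over basal fluorescence ratio during 140 s after agonist addition; 0% = ACh EC80 plus DMSO and 100% = DMSO alone without agonist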
TAAR1 antag – human TAAR1 antagonists, primary screen, Fluo-8 calcium fluorescence, CHO RD-HGA16 cells. Trace amine-associated receptor 1 (Homo sapiens), Q96RJ0. hit rate 1.5% among 360,000. inhibition, % at 3 µM. AID 624466, 2012. antagonist;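 active means inhibition above a per-plate cutoff, the mean inhibition of test compounds on that plate plus 3 SD, cut at about 49% in these data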;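 further: 0% = DMSO plus EC80 beta-PEA response and 100% = DMSO alone without agonist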
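Test system: CHO RD-HGA16 cells bearing hTAAR1 | Reagent: β-PEA, EC80 | Compound dosing: 3 µM, single point | Schedule: Dye loading 75 min at 37 °C, then 30 min room temperature | Signal: Calcium fluorescence with Fluo-8 | Evaluation: Percent inhibition of PEA-evoked calcium signal, max/basal emission ratio | Control set: DMSO-only wells and EC80 β-PEA-stimulated wells | Repeats: Singlicate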
Numbers without * were called inactive; . = no result given.

SMILES	M1 PAM parental	CHO-K1 Ca ag	TAAR1 ag	CHO parental Ca	M1 PAM	CHO-K1 Ca antag	M1 ag	CHRM1 antagonist	TAAR1 antag
CC(SC1=NCCN1S(=O)(=O)c1ccccc1)c1ccccc1 (stereo not given)	-21.9	-0.7	-1.9	-12.3	-0.3	-2.1	-4.2	-2.8	-9.4
CC1(C)CC(=O)c2cc(OCC(=O)NCC3CCCO3)ccc2O1 (stereo not given)	11.7	0.7	12.0	-7.0	5.5	-7.2	-3.8	-8.9	4.3
CCN(CC)c1ccc(N2C(=O)/C(=C/c3ccccn3)SC2=S)cc1	22.4	1.0	2.6	-3.0	9.1	-16.1	-4.6	-14.8	-44.8
O=C(O)[C@@H]1CCCN1S(=O)(=O)c1cccc(S(=O)(=O)N2CCC[C@H]2C(=O)O)c1	23.1	1.6	1.5	-2.3	5.9	-12.8	-2.4	-16.3	-6.0
O=C(Nc1ccc(F)cc1F)c1cc(-c2ccco2)on1	14.1	0.4	9.0	34.9*	2.2	-19.5	-6.0	2.6	16.4
COc1ccc(-n2c(C)c(C)c3c(NCCN(C)C)ncnc32)cc1	-1.8	-0.5	6.2	-11.9	7.1	-1.8	-11.2	-9.8	-22.9
COc1cccc(NC(=O)C(=O)N/N=C(\C)CC(=O)Nc2ccc(NC(C)=O)cc2)c1	11.6	10.0	0.5	-14.1	-1.3	11.0	-1.4	1.9	-9.9
CCOC(=O)C1(C)CCCN(C(=O)c2c(F)ccc(C)c2F)C1 (stereo not given)	11.9	0.2	0.9	.	4.2	-5.3	-1.9	-12.1	-13.7
CCn1c(OC)nc2c1c(=O)n(C)c(=O)n2C	-13.8	1.7	2.7	-8.7	10.3	-5.1	-2.9	-1.7	-24.4
CCc1ccc(NC(=S)N2CCCC(C(F)(F)F)C2)cc1 (stereo not given)	3.4	-0.2	-0.8	0.4	3.3	-4.2	-2.4	6.4	8.1

3 of the compounds above, with bars between the fields:
Molecule | M1 PAM parental | CHO-K1 Ca ag | TAAR1 ag | CHO parental Ca | M1 PAM | CHO-K1 Ca antag | M1 ag | CHRM1 antagonist | TAAR1 antag
CC(SC1=NCCN1S(=O)(=O)c1ccccc1)c1ccccc1 (stereo not given) | -21.9 | -0.7 | -1.9 | -12.3 | -0.3 | -2.1 | -4.2 | -2.8 | -9.4
CC1(C)CC(=O)c2cc(OCC(=O)NCC3CCCO3)ccc2O1 (stereo not given) | 11.7 | 0.7 | 12.0 | -7.0 | 5.5 | -7.2 | -3.8 | -8.9 | 4.3
CCN(CC)c1ccc(N2C(=O)/C(=C/c3ccccn3)SC2=S)cc1 | 22.4 | 1.0 | 2.6 | -3.0 | 9.1 | -16.1 | -4.6 | -14.8 | -44.8

(cont.)
SMILES	M1 PAM parental	CHO-K1 Ca ag	TAAR1 ag	CHO parental Ca	M1 PAM	CHO-K1 Ca antag	M1 ag	CHRM1 antagonist	TAAR1 antag
O=C(NC1CCN(Cc2ccccc2)CC1)C1CCN(c2nnc(-n3cccc3)s2)CC1	4.0	-0.2	0.8	-15.7	-19.2	-0.9	-13.9	51.0*	-23.3
CCOC(=O)NC(=O)CSc1nnnn1-c1ccc(Cl)cc1	-0.3	0.1	12.8	6.6	-2.1	-10.3	-2.9	-14.0	-10.6
CCOc1cc(N2CCOCC2)c(OCC)cc1NC(=O)c1cccc(N(C)C)c1	-5.4	1.2	2.0	-30.6	3.8	-11.9	-5.5	-8.8	-6.4
CS(=O)(=O)N1N=C(c2ccc(Br)cc2)CC1c1cccs1 (stereo not given)	21.0	0.8	3.2	-1.1	0.3	-9.0	-4.1	-0.1	18.3
CCn1c(=O)c(C(=O)CN2CCCc3ccccc32)c(N)n(Cc2ccccc2)c1=O	1.9	0.0	3.5	-12.5	-9.7	14.4	-5.7	22.2*	-11.0
COc1ccc2nc(SC)c(C#N)cc2c1	15.6	0.8	-2.1	-2.8	-0.1	-15.0	-4.4	8.9	-4.9
COC(=O)C1C(C(C)C)N(c2ccccc2)OC1(C)O (stereo not given)	7.8	0.9	5.3	-8.2	0.6	-17.9	-3.4	-19.3	-3.5
CC1=[N+](C)N(c2ccccc2)C(=O)C1N=Cc1ccc(Cl)cc1 (stereo not given)	6.4	-0.4	-2.3	-2.5	3.5	-0.6	-5.6	-6.6	5.0
O=C(NCc1cccc(C(F)(F)F)c1)C1CC(c2c(Cl)cccc2Cl)=NO1 (stereo not given)	15.6	0.6	17.5	-9.6	-8.3	-15.8	-9.7	5.9	19.2
Cn1c(=O)c2c(nc(Oc3ccccc3Cl)n2C)n(C)c1=O	11.4	0.7	2.8	.	19.1	-12.5	2.3	-16.4	-11.7
O=C(COC(=O)c1cccc(O)c1)Nc1ccc(OC(F)F)cc1	-0.1	1.6	11.0	2.8	4.0	-11.7	-0.9	-3.1	-13.5
O=C(Nc1cccnc1)c1ccccc1Oc1ccccc1	1.2	0.0	1.0	-15.1	-0.7	1.4	-5.1	3.9	-24.8
CN1C(=O)c2cccc3c(S(=O)(=O)NCc4ccco4)ccc1c23	-2.8	0.3	5.6	-10.8	-0.9	1.2	-4.0	0.4	-8.0
COc1ccc(CN2CCN(C(=O)CC(C)C)CC2)cc1OC	3.5	0.0	11.3	-0.3	2.3	-11.3	-2.4	0.4	-12.1
Cc1ccc(S(=O)(=O)N2C[C@H]3C(=O)C[C@@H](c4ccccc4)N(S(=O)(=O)c4ccc(Br)cc4)[C@H]3C[C@H]2c2ccccc2)cc1	5.0	1.0	3.3	.	4.0	7.5	0.5	0.0	-27.4
CCCCCO	13.9	2.8	2.4	-7.0	3.4	-7.7	-3.2	-3.0	-17.4
O=C(Nc1ccnn1C1CCN(C(=O)c2ccc(F)c(Cl)c2)CC1)C1CC1	-7.2	-0.3	0.8	-6.0	0.2	-2.8	-0.9	5.4	-3.8
CS(=O)(=O)N1N=C(c2ccccc2)CC1c1cccs1 (stereo not given)	10.2	0.1	18.6	0.3	-1.2	-6.1	-4.9	2.9	-2.1
Nc1cccc(-c2nc3ccc(N)cc3s2)c1	-0.2	0.5	3.2	-18.4	3.6	5.5	-2.4	1.0	18.7
COC(=O)C1C(=O)C2=C(CC1C)NC(C)=C(C(=O)OC(C)C)C2c1ccc(OC)c(O)c1 (stereo not given)	-1.0	0.1	3.2	-18.6	8.9	0.8	-4.3	-7.4	6.9
C[C@@]12C(=O)N(Cc3ccccc3)CC(=O)N1[C@H]1c3cc(Cl)ccc3OC[C@@H]1[C@@H]2c1ccccc1	-8.9	0.2	2.5	-23.1	-1.5	-9.6	-5.5	2.8	26.6
CN(C(=O)CSc1nnc(-c2cccc(F)c2)n1N)C1CCS(=O)(=O)C1 (stereo not given)	15.3	1.7	8.3	16.3	7.4	-18.7	-5.4	-10.1	-24.1
NC(=O)C1CCN(C(=O)CSc2ccccn2)CC1	15.3	0.7	3.6	-4.6	11.6	-17.4	1.2	-34.3	9.0
COc1ccc(-n2c(COc3ccc(Cl)cc3)nnc2SCc2ccc(C#N)cc2)cc1	22.1	2.2	15.7	-0.1	7.6	-28.5	-1.4	-14.1	-8.6
CCn1c(SCCOc2ccc(Cl)cc2)nnc1-c1cccs1	23.1	2.4	0.8	-20.1	6.7	-10.5	-4.9	-3.5	6.2
COc1ccc(CCOC2OC(CO)C(OC(=O)/C=C/c3ccc(O)c(OC)c3)C(O[C@H]3O[C@@H](C)[C@H](O)[C@@H](O)[C@H]3O)C2O)cc1O (stereo not given in full)	16.4	0.2	0.5	-0.4	2.6	-1.9	-2.1	-7.3	-13.9
CC(C)(C)OC(=O)[C@H](Cc1ccccc1)NC(=O)c1[nH]cnc1C(=O)N[C@@H](Cc1ccccc1)C(=O)OCc1ccccc1	-3.4	0.5	9.3	-10.8	-9.2	-6.8	-4.3	10.2	39.9
CC1CCCC(NC(=O)COC(=O)Cc2ccc(Br)cc2)C1C (stereo not given)	15.0	0.3	7.4	-18.3	8.6	-7.5	-9.3	1.7	0.2
O=C1CCCc2ccccc2N1Cc1ccccc1Cl	-7.4	-0.5	4.8	-15.2	-5.8	15.4	-2.5	-17.4	-12.8
Clc1ccc2c(c1)c1ccccc1n2CN1CCOCC1	-6.6	-0.2	7.9	-14.1	-5.3	8.6	-2.6	14.3	-19.9
CCCCN(C(C)=O)c1ccc2c(c1)C1CC2CCN1C(=O)OCc1ccccc1 (stereo not given)	-6.0	1.6	0.9	.	-14.4	11.6	-6.8	33.6*	17.7
Cc1cccc(C)c1NC(=O)CN(C)C(=O)c1ccccc1SCC(=O)N1CCCC1	-10.7	0.0	0.1	-17.0	2.6	2.8	-3.3	-5.1	-29.9
CCCCCn1c(=S)[nH]c2cc(C(=O)N3CCCC3)ccc2c1=O	12.2	0.9	3.3	-8.4	5.1	-14.7	-3.6	-4.4	-8.7
COc1ccc2nc(C)cc(N3CCN(S(=O)(=O)c4ccccc4F)CC3)c2c1	-11.8	1.4	5.6	-22.8	-9.1	-3.0	-7.7	12.5	17.9
COc1ccc(S(=O)(=O)N2CCC(C(=O)NCCc3ccccc3)CC2)cc1OC	6.3	0.4	6.4	-5.9	-0.8	-11.1	-6.8	9.1	7.9
CC(Nc1ccc(N2CCOCC2)cc1)C(=O)N1c2ccccc2CC1C (stereo not given)	11.4	10.6	5.0	-16.6	2.3	-9.0	-2.9	-6.9	-19.7
Cc1ccc(NC(=O)C(Cc2ccccc2)NC(=O)c2ccco2)cc1 (stereo not given)	-0.6	0.3	20.3	-14.5	-3.2	-13.5	-4.7	8.7	-1.9
COc1ccccc1C(=O)NCCC(=O)Nc1ccc(S(=O)(=O)N2CCCC(C)C2)cc1 (stereo not given)	15.9	2.1	8.0	-24.9	1.5	-16.4	-4.4	-6.5	-2.5
CNCC(O)C(O)C(O)C(O)CO (stereo not given)	14.7	0.1	2.4	-12.7	0.6	-6.0	-3.7	-4.4	-9.7
COCCn1c(SCC(=O)Nc2nc(C)c(Cl)cc2Cl)nc2ccccc21	20.6	0.8	13.1	-22.9	1.9	-2.2	-4.5	-9.7	8.9
O=C(COC(=O)C1CCN(S(=O)(=O)c2cccc3cccnc23)CC1)c1ccc(F)cc1	12.3	1.9	12.1	-12.9	-2.7	-5.3	-0.7	-28.2	11.9
COc1ccc2nc(C)cc(Nc3ccc(N4CCN(C)CC4)cc3)c2c1	13.5	-0.5	0.1	0.9	2.2	-5.5	-9.0	-11.4	-14.4
